Compound activity (PubChem BioAssay)
beta cell repl: inducers of beta-cell replication in MIN6 cells. actives 0.29% (n = 330,000). MIN6 cells proliferation, ATPlite luminescence, 48 h; cells starved in 0.2% serum; 100% = growth in 10% serum. AID 2380. proliferation, % at 10 µM;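 active = compounds whose signal lies at least 3.5 SD above the mean of all wells on their plate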;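 note: 0% = DMSO-treated cells in low-serum medium and 100% = 10% serum control; some compounds called inactive have numbers as strong as hits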
mIAP act: mouse IAP activation; muIAP, CDP-Star luminescence, 30 min; hits give high values; 1 = vehicle-only enzyme signal, 0 = enzyme-free wells; activation factor at 10 µM; actives 0.24% (n = 330,000);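 active = activation factor of at least 2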; note: the source names both 10 and 20 µM as test concentration; values of inactives mirror those of a sister screen read the other way
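Assay system: mouse IAP enzyme; reagent: chemiluminescent substrate CDP-Star; dosing: test compounds delivered from DMSO solution; schedule: 30 min at room temperature; measured by: luminescence from enzymatic CDP-Star hydrolysis; controls: DMSO-only wells and no-enzyme negative control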
mIAP block: mouse IAP inhibition. purified mouse IAP, CDP-Star luminescence, 30 min. AID 2806. inhibition, % at 10 µM. actives 0.2% (n = 330,000);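 active = inhibition of at least 40% at 10 µM in the primary screen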;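 note: plate controls were DMSO with enzyme for no effect and no enzyme wells for full effect; values of inactives mirror those of a sister screen read the other way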
NLRP3 yeast inh: NALP3 inhibition in yeast. Yeast reconstituted NLRP3/ASC/caspase-1, beta-gal luminescence, 24 h. inhibition, % at 10 µM. actives 0.39% (n = 330,000);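 active = inhibition of 50% or more; inactive = inhibition below 50%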;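 note: plate controls were induced DMSO wells for no effect and uninduced yeast grown without galactose for full effect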
A3G deaminase: inhibitors of human APOBEC3G DNA deaminase; inhibition, % at 20 µM; recombinant A3G, ssDNA deamination FAM/TAMRA fluorescence; actives 0.28% (n = 330,000); AID 493012;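 active = inhibition of at least 40% at 20 µM, with no more than 30% in the related APOBEC3A deaminase screen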;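 note: plate controls were DMSO wells with A3G for no effect and wells lacking A3G enzyme for full effect; some compounds called inactive have numbers as strong as hits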
SENP1 FRET inh: SENP1 (human) catalytic domain inhibition | Q9P0U3 | recombinant SENP1 catalytic domain, CyPet-SUMO1-YPet FRET cleavage | inhibition, % at 10 µM | actives 0.21% (n = 360,000) | AID 624204;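 active = inhibition at least 30% at 10 µM, raw YFP signal under a set limit, fluorescence ratio 0.5 to 1.5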;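 note: 0% = enzyme with DMSO and 100% = no enzyme wells; some results filed as inactive read as strong as hits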
Target sequence (Q9P0U3 419-644 limits assumed): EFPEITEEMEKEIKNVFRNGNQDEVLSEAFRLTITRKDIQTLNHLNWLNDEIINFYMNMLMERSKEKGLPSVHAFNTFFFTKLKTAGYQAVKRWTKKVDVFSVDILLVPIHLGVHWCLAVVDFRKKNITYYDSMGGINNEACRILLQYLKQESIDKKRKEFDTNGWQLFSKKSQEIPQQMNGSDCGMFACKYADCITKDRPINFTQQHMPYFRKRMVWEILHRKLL
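System: Recombinant human SENP1 catalytic domain, His6-tagged | Incubation: Enzyme reaction for 50 min at room temperature, dark | Medium: Tris pH 8 with BME, BSA, NP40 and catalase | Also added: 25 nM SUMO1 FRET substrate | Compound: 10 µM single point, 0.5% DMSO | Measured by: FRET fluorescence in CFP and YFP emission channels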
A3A deaminase: inhibitors of human APOBEC3A DNA deaminase | P31941 | recombinant A3A, FAM/TAMRA ssDNA deamination fluorescence | inhibition, % at 20 µM | actives 0.41% (n = 330,000) | AID 493011;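 active = at least 40% inhibition at 20 µM here, with at most 30% in a related deaminase screen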;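 note: plate controls were A3A with DMSO for no effect and wells lacking A3A enzyme for full effect; some results filed as inactive read as strong as hits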
Target sequence (P31941 whole entry, looked up): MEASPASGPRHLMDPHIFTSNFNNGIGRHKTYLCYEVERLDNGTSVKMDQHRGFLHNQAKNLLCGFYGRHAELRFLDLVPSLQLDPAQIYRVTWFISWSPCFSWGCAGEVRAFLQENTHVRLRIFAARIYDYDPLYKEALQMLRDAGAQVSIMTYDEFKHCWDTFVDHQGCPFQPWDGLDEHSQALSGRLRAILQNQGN
hIAP block: blocks human intestinal alkaline phosphatase | P09923 | purified IAP, CDP-Star luminescence, 30 min | inhibition, % at 10 µM | actives 0.12% (n = 330,000);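 active = inhibition reaching a set limit with compound at 10 µM in the primary screen, cut at about 35% in these data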;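 note: plate controls were DMSO wells with enzyme for no effect and no-enzyme buffer wells for full effect; values of inactives mirror those of a sister screen read the other way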
Target sequence (P09923 whole entry, looked up): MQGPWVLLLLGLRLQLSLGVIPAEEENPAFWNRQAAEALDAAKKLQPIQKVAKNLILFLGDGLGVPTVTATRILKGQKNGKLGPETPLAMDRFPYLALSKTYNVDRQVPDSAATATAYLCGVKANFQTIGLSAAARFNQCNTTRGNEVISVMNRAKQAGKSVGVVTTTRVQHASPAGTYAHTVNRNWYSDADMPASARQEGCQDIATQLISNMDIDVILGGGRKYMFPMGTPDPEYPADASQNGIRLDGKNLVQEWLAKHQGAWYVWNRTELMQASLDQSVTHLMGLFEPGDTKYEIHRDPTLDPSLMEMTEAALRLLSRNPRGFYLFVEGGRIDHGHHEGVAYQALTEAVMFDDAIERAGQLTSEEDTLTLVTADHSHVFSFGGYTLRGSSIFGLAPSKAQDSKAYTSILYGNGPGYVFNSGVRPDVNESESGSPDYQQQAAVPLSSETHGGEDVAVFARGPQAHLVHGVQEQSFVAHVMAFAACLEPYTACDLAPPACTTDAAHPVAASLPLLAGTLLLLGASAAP
hIAP act: increases human intestinal alkaline phosphatase activity | actives 0.16% (n = 330,000) | purified human IAP, CDP-Star luminescence, 30 min; hits give high values; 1 = vehicle-only enzyme, 0 = enzyme-free background | activation factor at 10 µM | P09923;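 active = activation factor of the enzyme at least 2-fold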; note: the source names both 10 and 20 µM as test concentration; values of inactives mirror those of a sister screen read the other way
Active calls of the source: *; & = joins results of further samples. These rows are one share of the data. The share of hits here may be higher or lower than overall.

molecule	beta cell repl	mIAP act	mIAP block	NLRP3 yeast inh	A3G deaminase	SENP1 FRET inh	A3A deaminase	hIAP block	hIAP act
COc1ccccc1C(=O)Nc1ccc2c(c1)nc1n2CCN(C2CCCCC2)C1	-4	0.89	11	12	5	-46	-1	-9	1.1
CC(C)(C)N(Cc1ccccc1)C(=O)c1cc2ccccc2o1	-2	0.97	3	-1	-3	0	1	-4	1
CCCNC(=O)C1(CC2CC(c3ccccc3)=NO2)CCNCC1 (configuration not stated)	0	1.1	-9	3	-4	0	-2	0	1
CC(C)n1nc(C(=O)NCCCN2CCCC2=O)c2ccccc2c1=O	-2	0.96	4	16	-3	1	-2	9	0.91
CCn1nnc(-c2ccccc2NS(=O)(=O)c2ccc(C(=O)OC)cc2)n1	-2	1.1	-6	11	-4	2	-1	-11	1.1
Cc1c(NC(=O)c2ccccc2N)cccc1C(=O)O	-3	1	-4	-2	-5	3	0	-3	1
CC(=O)C1=C(c2ccccc2)NC(=O)NC1c1ccc2c(c1)OCO2 (configuration not stated)	-2	1	0	29	-2	0	-1	-1	1
NS(=O)(=O)c1ccc(N/N=C/c2cn(-c3ccccc3)nc2-c2cccs2)c([N+](=O)[O-])c1	-6	0.81	19	15	4	5	12	-1	1
Cc1c(C(=O)Nc2c(F)cccc2F)sc2ncn(CC(=O)N3CCCCC3)c(=O)c12	0	0.99	1	-2	-6	-16	-4	-31	1.3
COCCn1c(SCC(=O)Nc2cccc(NC(C)=O)c2)nc2c([nH]c3ccccc32)c1=O	-2	1.1	-9	14	1	-1	1	-24	1.2
CSc1nc(O)c(C(c2ccccc2)c2c(O)nc(SC)[nH]c2=O)c(=O)[nH]1	-4	0.94	6	12	2	-1	-1	5	0.95
Cc1ccccc1NC(=O)CCN1C(=O)c2ccccc2C1=O	0	1	-4	10	-6	2	-4	10	0.9
O=C(Nc1ccc(F)cc1)c1ccc(Cn2cnnn2)cc1	-3	1.1	-6	-1	-10	-1	3	6	0.94
Cc1ccccc1NC(=O)N1CCCN(c2ccc(C#N)cn2)CC1	-5	0.98	2	16	-3	3	0	6	0.94
CCCOc1ccc(CNC(=S)NCc2ccc(OC(C)C)cc2)cc1	-5	4.2*	-315	4	-6	0	-5	-22	1.2
CCCOc1ccc(N2CC(C(=O)NCCc3ccc(OC)c(OC)c3)CC2=O)cc1 (configuration not stated)	-4	0.98	2	14	0	0	2	5	0.95
COc1ccc(Nc2nc(C)cc(=O)[nH]2)cc1	-2	0.99	1	-7	0	-2	4	14	0.86
CCOc1ccc(N2C(=O)CC(SC(=NC)Nc3cccc(F)c3)C2=O)cc1 (configuration not stated)	-4	1.1	-5	25	-6	-1	-2	-9	1.1
CN(C)C(=O)NC(NC(=S)Nc1ccccc1)C(Cl)(Cl)Cl (configuration not stated)	-1	0.94	6	6	9	-3	-4	10	0.9
O=c1cc(-c2ccccc2)c2ccccc2[nH]1	-4	0.95	4	11	3	2	4	-3	1

molecule	beta cell repl	mIAP act	mIAP block	NLRP3 yeast inh	A3G deaminase	SENP1 FRET inh	A3A deaminase	hIAP block	hIAP act
COc1ccc(NC(=O)CCN2CCOCC2)c(OC)c1	-1	1	-3	5	-4	-1	0	-2	1
CCN(CC)S(=O)(=O)c1ccc(C(=O)Nc2ccc3c(c2)OCO3)cc1	-2	1	0	21	-4	0	0	14	0.86
COc1ccc(-c2noc(CNC(=O)c3ccc4c(c3)OCO4)n2)cc1	0	0.97	3	17	-6	-1	1	-6	1.1
Cc1ccc(C)c(OCCC(=O)OCC(=O)c2ccc3c(c2)NC(=O)CO3)c1	9	0.96	4	4	-10	-1	-4	2	0.98
C#CCNC(=O)C1=C[C@@H](C2CCCCC2)C[C@@H](OCCCCO)O1	-3	1.1	-10	18	21	-4	8	-8	1.1
O=Cc1ccc(OCC(=O)NCC2CCCO2)cc1 (configuration not stated)	1	1.1	-8	1	0	-3	4	-5	1.1
O=C(Nc1cccc(S(=O)(=O)N2CCOCC2)c1)C1CCCC1	1	1	-4	12	-5	-1	4	21	0.79
CC(C)n1cc(/C=C2/NC(=O)NC2=O)c2ccccc21	-5	0.88	12	-6	-5	-28	-3	-11	1.1
Cc1cc(C(=O)NC2CCCc3c2cnn3-c2ccc(C(C)(C)C)cc2)nn1C (configuration not stated)	-7	1.1	-7	3	-2	0	-2	-24	1.2
Cc1cc(Cl)ccc1OCCCC(=O)OCC(=O)Nc1cccc(S(N)(=O)=O)c1	1	1.1	-6	11	-7	-1	-1	-10	1.1
CCCN1Cc2cccc(C(=O)NCc3ccccc3OC)c2C1=O	-1	1.1	-8	17	-1	-1	2	-6	1.1
CCC[C@@H]1C[C@@H](C(=O)N[C@H]([C@@H](C)O)[C@H]2O[C@H](SC)[C@H](O)[C@@H](O)C2O)N(C)C1 (some centres not stated)	-5	1.1	-6	2	-3	3	-1	11	0.89
CN(C)c1ccc(/C=[N+](\[O-])C2N(c3ccccc3)C(=S)SC2(C)C)cc1 (configuration not stated)	0	0.96	4	6	0	-1	4	3	0.97
Cc1ccc(C(=O)NC2CCS(=O)(=O)C2)cc1S(=O)(=O)N1CCCCCC1 (configuration not stated)	1	0.96	4	5	-8	3	1	-6	1.1
O=c1cc(CN2CCN(Cc3ccccc3)CC2)c2ccc(O)c(O)c2o1	-5	0.68	32	26	-3	-10	2	-12	1.1
CS(=O)(=O)c1nc(S(=O)(=O)c2ccc(Cl)cc2)c(N2CCC(O)CC2)s1	0	0.99	1	-1	2	2	-2	13	0.87
Cc1cc(C)c(C2=CC(=O)C[C@H](c3ccc4c(c3)OCO4)C2)c(C)c1	-6	1.1	-12	10	-4	2	-1	9	0.91
O=C(O)CCCC(=O)N1CCN(c2nc(-c3ccccc3)c3ccccc3n2)CC1	-3	0.97	3	21	6	-40	3	6	0.94
C=CCn1c(COc2ccc(Cl)cc2)nnc1SCC(=O)Nc1ccc(S(N)(=O)=O)cc1	0	1	0	6	-12	2	1	3	0.97
O=C(Cc1ccc(-c2ccccc2)cc1)OCC(=O)N1CCCC1=O	-2	1.1	-10	25	1	1	-2	4	0.96

The line under a structure holds: beta cell repl, mIAP act, mIAP block, NLRP3 yeast inh, A3G deaminase, SENP1 FRET inh, A3A deaminase, hIAP block, hIAP act
> COc1ccc2[nH]c3c(c2c1)CCN1C(=O)N([C@@H](C)C(=O)NC2CCN(Cc4ccccc4)CC2)C(=O)[C@]31C
→ -3, 0.9, 10, 15, -8, -44, -1, -6, 1.1
> O=C(/C=C/c1ccco1)NCC1CCCO1 (configuration not stated)
→ -2, 1, 0, 9, -2, 0, 0, 5, 0.95
> O=C(NC1CCCc2ccccc21)C1CCN(S(=O)(=O)c2ccccc2)CC1 (configuration not stated)
→ 0, 1.1, -10, 4, -3, 1, 1, 17, 0.83
> O=c1[nH]c2cc3c(cc2cc1C(c1nnnn1Cc1ccccc1)N1CCN2CCCC2C1)OCCO3 (configuration not stated)
→ 1, 0.95, 5, 14, -6, -33, -1, 13, 0.87
> CCCCNC(=O)c1onc(CSc2ccc(F)cc2)c1C(=O)NCCCC
→ -7, 1, 0, 18, 0, -2, 0, 5, 0.95
> Nc1nc(-c2cccc(Br)c2)cs1
→ -2, 0.88, 12, 9, -7, 2, 2, 2, 0.98
> c1cnc2ccc(C(c3nnnn3C3CCCCC3)N3CCN4CCCC4C3)cc2c1 (configuration not stated)
→ -1, 1, -2, 14, 6, -3, 1, 2, 0.98
> CC(=O)c1cccc(OC(=O)C2=CC=CN3CCS(=O)(=O)N=C23)c1
→ 5, 1.1, -6, 11, -8, 0, 0, -7, 1.1
> Cc1nccc(-c2sc(-c3cccs3)nc2C)n1
→ -1, 1.1, -14, 30, 0, -54, 0, -17, 1.2
> Cc1ccc(C(=O)N/C(=C\c2cn(C)c3ccccc23)C(=O)NCCCN2CCOCC2)cc1
→ -2, 0.97, 3, 10, -7, -5, -6, 7, 0.93
> Cc1ccc(S(=O)(=O)N(C)c2ccccc2C(=O)Nc2ccc3c(c2)OCCO3)cc1
→ 5, 1.1, -9, -8, -4, 1, -1, -4, 1
> O=C(NC(=S)Nc1cccc(Cl)c1N1CCCC1)c1ccc(-c2cccc([N+](=O)[O-])c2)o1
→ -6, 0.9, 10, -6, -4, 1, -9, 3, 0.97
> CCCCNc1c(-c2ccc(SC3CCCCC3)c(OC)c2)nc2ccc(C)cn12
→ -6, 1, -2, 18, 6, -28&-20, -3, 4, 0.96
> Cn1cc(S(=O)(=O)Nc2ccc(F)c(Cl)c2)c(=O)n(C)c1=O
→ 0, 1, -1, 3, -8, 0, -5, 16, 0.84
> CC(C)CC(=O)Nc1ccc(N2CCN(S(C)(=O)=O)CC2)cc1
→ 2, 0.94, 6, 8, 0, 1, -1, 7, 0.93
> CCOC(=O)C1(Cc2ccccc2C)CCCN(Cc2ccc(NC(C)=O)cc2)C1 (configuration not stated)
→ 0, 1.1, -8, 12, -5, 0, 0, 2, 0.98
> CN1CC(=O)N(CC(=O)Nc2ccc(SC(F)F)cc2)C1=O
→ 0, 1.1, -6, -1, -12, 0, 6, 1, 0.99
> Cc1cccc(OCC(=O)NNC(=O)c2ccc3nc[nH]c3c2)c1
→ 3, 1, 0, 0, -5, 10, -3, -136, 2.4*

Pulled one by one from the list above, six records:
The line under a structure holds: beta cell repl, mIAP act, mIAP block, NLRP3 yeast inh, A3G deaminase, SENP1 FRET inh, A3A deaminase, hIAP block, hIAP act
> CCOC(=O)C1(Cc2ccccc2C)CCCN(Cc2ccc(NC(C)=O)cc2)C1 (configuration not stated)
→ 0, 1.1, -8, 12, -5, 0, 0, 2, 0.98
> O=C(NC(=S)Nc1cccc(Cl)c1N1CCCC1)c1ccc(-c2cccc([N+](=O)[O-])c2)o1
→ -6, 0.9, 10, -6, -4, 1, -9, 3, 0.97
> O=C(NC1CCCc2ccccc21)C1CCN(S(=O)(=O)c2ccccc2)CC1 (configuration not stated)
→ 0, 1.1, -10, 4, -3, 1, 1, 17, 0.83
> c1cnc2ccc(C(c3nnnn3C3CCCCC3)N3CCN4CCCC4C3)cc2c1 (configuration not stated)
→ -1, 1, -2, 14, 6, -3, 1, 2, 0.98
> Nc1nc(-c2cccc(Br)c2)cs1
→ -2, 0.88, 12, 9, -7, 2, 2, 2, 0.98
> CC(C)CC(=O)Nc1ccc(N2CCN(S(C)(=O)=O)CC2)cc1
→ 2, 0.94, 6, 8, 0, 1, -1, 7, 0.93
